Screening results deposited in PubChem BioAssay by Sanford-Burnham Center for Chemical Genomics.
SKN-1 block = blocks SKN-1 activity in C. elegans. inhibition, % at 21.8 µM. 360,000 tested, 0.49% active. AID 624304. C. elegans VP596 Pgst-4::GFP/RFP ratio, acrylamide-induced, 24 h;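 active means interference check ratio from 0.5 to 1.5 plus GFP to RFP signal ratio inhibition reaching or exceeding a fixed threshold, cut at about 30% in these data, passing the limit was not always enough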; further: some compounds called inactive have numbers as strong as hits
LMPTP inh = blocks human LMPTP phosphatase; inhibition, % at 20 µM; P24666; 360,000 tested, 0.22% active; recombinant LMPTP-A, OMFP fluorogenic substrate, fluorescence intensity;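 active means compounds that cut the enzyme signal by at least half of the control window in the single-dose screen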;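 further: plate controls were DMSO wells with enzyme plus substrate for no effect and substrate without enzyme for full effect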
Target sequence (P24666 whole entry, looked up): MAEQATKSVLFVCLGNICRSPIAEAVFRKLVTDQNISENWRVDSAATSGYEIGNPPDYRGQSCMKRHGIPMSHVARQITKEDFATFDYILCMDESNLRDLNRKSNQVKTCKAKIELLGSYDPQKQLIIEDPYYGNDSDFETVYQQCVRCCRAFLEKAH
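Assay system: LMPTP-A, protein tyrosine phosphatase of low molecular weight / Medium: pH 6.0 Bis-Tris buffer with DTT and Triton X-100 / Schedule: 50 min enzyme reaction at room temperature, protected from light / Measured by: endpoint fluorescence intensity from OMFP dephosphorylation / Read-out basis: % inhibition relative to no-enzyme and uninhibited control wells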
NadD block = NadD (S. aureus) enzyme inhibition; purified NadD enzyme, colorimetric absorbance read-out; inhibition, % at 20 µM; 360,000 tested, 0.78% active; AID 602399; in the data active means inhibition above about 26%; further: some compounds past the cut are filed as inactive
NRP1-CendR mod = modulators of CendR peptide binding to human neuropilin-1 | 360,000 tested, 0.85% active | inhibition, % at 25 µM | FAM-RPARPAR peptide binding to NRP-1, fluorescence polarization;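 active means inhibition or corrected inhibition above about 18%, plus a signal ratio from 0.5 to 1.5, limit read from the data, passing the limit was not always enough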; further: strong numbers were not always called active
MT1-MMP act inh = inhibitors of human MT1-MMP activation; GFP/RFP ratio change, % at 20 µM; 360,000 tested, 0.061% active; AID 651647; HT1080 RFP-PRO-GFP cells, GFP/RFP ratio fluorescence, overnight; percent of plate control window, DMSO zero; P50281;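 active means GFP/RFP ratio change of at least 30% with cell ATP level not reduced by more than half and red fluorescence within 50% of control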; further: strong numbers were not always called active
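Read-out: GFP/RFP fluorescence ratio; Test system: RFP-PRO-GFP reporter HT1080 cells; Compound dosing: single-point 20 µM compound, 1% DMSO; Times: overnight compound exposure at 37 °C.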
SUMO1 PPI mod = modulators of human SUMO1-mediated protein-protein interactions; SUMO1 binding to a labelled peptide, TR-FRET, 1 h; inhibition, % at 20 µM; 360,000 tested, 0.33% active; AID 602429; in the data active means inhibition above about 37%
Target sequence (P63165 whole entry, looked up): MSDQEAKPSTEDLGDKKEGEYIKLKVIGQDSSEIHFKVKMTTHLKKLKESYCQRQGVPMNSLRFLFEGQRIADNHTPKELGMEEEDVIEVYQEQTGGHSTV
Rpn11 block = inhibitors of human proteasome Rpn11 | human 26S proteasome, Ub4-pepOG fluorescence polarization; 20S core pre-blocked with epoxomicin | 360,000 tested, 0.59% active | O00487 | calls only at 20 µM | AID 588493;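 active means inhibition at 20 µM, scaled to each plate's controls, above about 33%, limit read from the data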
DNMT1 inh = inhibitors of human DNMT1. P26358. DNMT1 molecular beacon, Hinp1I cleavage, fluorescence. inhibition (reported as % activation of signal), % at 10 µM. 360,000 tested, 0.83% active; in the data active means inhibition above about 50%
STEP block = inhibitors of human striatal-enriched phosphatase STEP. P54829. recombinant STEP, OMFP fluorogenic substrate, fluorescence. inhibition, % at 20 µM. 360,000 tested, 0.25% active. AID 588621;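 active means inhibition at 20 µM, scaled per plate between control wells, above about 37%, limit read from the data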;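 further: 0% = DMSO with enzyme and substrate and 100% = substrate only without enzyme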
Target sequence (P54829 whole entry, looked up): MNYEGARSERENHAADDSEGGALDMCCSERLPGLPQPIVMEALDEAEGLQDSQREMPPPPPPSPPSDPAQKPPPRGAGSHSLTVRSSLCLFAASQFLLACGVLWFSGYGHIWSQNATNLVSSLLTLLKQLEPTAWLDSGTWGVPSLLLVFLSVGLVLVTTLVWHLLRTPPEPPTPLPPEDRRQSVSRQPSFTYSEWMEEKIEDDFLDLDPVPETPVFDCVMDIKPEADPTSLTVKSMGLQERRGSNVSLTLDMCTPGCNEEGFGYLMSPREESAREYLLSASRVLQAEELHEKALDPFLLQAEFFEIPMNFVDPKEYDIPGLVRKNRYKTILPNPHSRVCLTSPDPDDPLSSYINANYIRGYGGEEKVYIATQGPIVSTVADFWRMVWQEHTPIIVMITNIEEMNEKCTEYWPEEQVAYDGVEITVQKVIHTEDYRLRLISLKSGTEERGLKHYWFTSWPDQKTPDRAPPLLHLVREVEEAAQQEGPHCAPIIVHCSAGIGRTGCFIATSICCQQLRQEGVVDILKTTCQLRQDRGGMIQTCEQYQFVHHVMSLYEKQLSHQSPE
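material = STEP tyrosine phosphatase | reagent = fluorogenic phosphatase substrate OMFP at 25 µM final | doses = single compound dose of 20 µM, 1% DMSO final | schedule = 20 min reaction, room temperature, in the dark | measured by = fluorescence, 480/540 nm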
Scp-1 inhibitor = inhibitors of human Scp-1 phosphatase; 340,000 tested, 0.88% active; AID 493091; inhibition, % at 20 µM; Recombinant Scp1, phosphopeptide, malachite green phosphate absorbance;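 active means inhibition above about 50% at 20 µM, limit read from the data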;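 further: plate controls were DMSO wells with enzyme for no effect and wells lacking enzyme for full effect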
Target sequence (Q9GZU7 76-261 limits assumed): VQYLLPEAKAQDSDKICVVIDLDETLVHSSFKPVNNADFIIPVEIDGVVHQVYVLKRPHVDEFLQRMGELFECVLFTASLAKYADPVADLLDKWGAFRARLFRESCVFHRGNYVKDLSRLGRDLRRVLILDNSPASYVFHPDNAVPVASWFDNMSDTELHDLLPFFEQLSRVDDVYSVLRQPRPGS
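Test system – truncated SCP-1 phosphatase (76-261aa) · Reagent – Phosphorylated 17-residue peptide substrate · Incubation – 45 min room-temperature reaction, 5 min colour, 30 min stabiliser · Detection – colorimetric phosphate reagent with accelerator and stabiliser, absorbance at 630 nm · Measure – % inhibition at 20 µM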
* marks the source's active call; other numbers are inactive results; i = inactive; . = not tested or not shown; + = active, no number.

Molecule	SKN-1 block	LMPTP inh	NadD block	NRP1-CendR mod	MT1-MMP act inh	SUMO1 PPI mod	Rpn11 block	DNMT1 inh	STEP block	Scp-1 inhibitor
COc1cc(/C=C2\COC/C(=C\c3cc(OC)c(OC)c(OC)c3)C2=O)cc(OC)c1OC	-10	1.3	-9	5	-14	0	i	3	1	-8
Cc1ccc(S(=O)(=O)N(C)C)cc1NC(=S)NCc1ccco1	-4	-0.5	5	16	-3	2	i	-2	10	2
Cc1ccc(N2C(S)=C(C#N)C(=O)NC2c2cccs2)cc1 (stereo not drawn)	6	-0.9	0	-1	-4	-2	i	1	-2	-3
CCC(C(=O)Nc1cc(Cl)ccc1OC)c1ccccc1 (stereo not drawn)	7	0.3	-5	-6	3	3	i	8	-1	-3
O=c1c2ccccc2nnn1COc1cccc2ccccc12	1	3.7	-3	11	-1	-8	i	-9	4	-14
CCOC(=O)N1CCN(C(=S)NC(=O)C2CCCC2)CC1	3	-0.6	-8	3	2	2	i	-4	4	-4
COC(=O)N/N=C(C)\C=C\c1ccco1	-4	-0.5	1	-4	0	-8	i	-3	-2	4
CC(=O)NCCn1c(SCc2cc(=O)n3cc(Cl)ccc3n2)nc2ccccc2c1=O	-2	-0.4	5	0	-3	-22	i	-1	1	-6
C=CCn1c(C(CCCC)CC(O)COCCC)n[nH]c1=S (stereo not drawn)	12	-1.2	2	-3	-5	-1	i	2	-3	-1
CCC/C(O)=C1\C(=O)CCCC1=NCCc1ccc(OCC)c(OCC)c1	5	-1.2	1	4	0	-2	i	2	-1	1
CCc1ccc(N(CC(=O)N2CCN(Cc3ccccc3)CC2)S(C)(=O)=O)cc1	-13	-1.1	-1	-2	2	-7	i	1	-2	-9
CCc1ccc(-n2c(SCC(=O)NC3CCS(=O)(=O)C3)nc3ccccc3c2=O)cc1 (stereo not drawn)	8	-1.5	-4	7	-3	5	i	0	-1	-10
O=C(Cn1ncc2c(=O)oc3ccccc3c21)N1CCN(C(=O)c2ccco2)CC1	10	-0.6	1	7	1	-3	i	0	-2	-8
CC(OC(=O)CC1Sc2ccccc2NC1=O)C(=O)NC1CCCC1 (stereo not drawn)	2	0.2	9	-2	0	-2	i	0	2	-2
CCCC(C)n1[nH]c(=O)c2c(C)cc(C)nc21 (stereo not drawn)	-8	-0.7	-2	12	10	-1	i	3	-2	2
CCOc1ccc(S(=O)(=O)N2CCN(C(=O)C3CCC3)CC2)cc1	-4	0.2	3	4	2	5	i	1	1	-4
Cc1cccc2cc(CN(CCCO)C(=O)Nc3ccccc3Cl)c(=O)[nH]c12	-4	-0.3	4	3	0	0	i	-1	-4	6
Cc1cc(N2CCCC2)ccc1/C=C1/C(=O)N(C)C(=S)N1C	53	3.4	12	-83	-113	-16	+	1	2	-7
O=c1c2ccccc2sn1-c1cc(S(=O)(=O)N2CCOCC2)ccc1N1CCCC1	2	-1.0	15	-7	6	8	i	-8	-3	88*
COc1ccc(S(=O)(=O)N2Cc3ccccc3CC2C(=O)Nc2nccs2)cc1 (stereo not drawn)	26	0.6	0	-2	-8	-1	i	-8	-2	0
COc1ccc(C2(CNC(=O)c3ccc(C)cc3)CCOCC2)cc1	18	0.8	-4	10	3	1	i	0	-1	-5
O=C1NC(Nc2nccs2)(C(F)(F)F)C(=O)N1CCc1ccccc1 (stereo not drawn)	13	1.1	1	0	1	0	i	-4	-3	4
Cc1ccccc1-c1cnc(C(O)c2c(C)cccc2C)[nH]1 (stereo not drawn)	-4	-1.7	-5	3	-8	2	i	3	1	.
O=C(CCNC(=O)c1ccccc1Cl)Nc1cc(C(F)(F)F)ccc1N1CCCC1	8	4.6	2	9	1	-29	i	-8	-2	-2
Clc1ccc2noc(-c3ccccc3)c2c1	9	0.7	-2	12	-3	2	i	0	-2	-10
Cc1cc(=O)n2nc(N3CCCC(C(=O)NC4CCC(C)CC4)C3)sc2n1 (stereo not drawn)	-3	-0.7	-3	-1	0	10	i	4	-3	1
COC(=O)CCC(=O)OC1(C)C(=O)C2=CN(c3ccccc3)C(c3ccc(OC)cc3)=CC2=C(Br)C1=O (stereo not drawn)	-2	4.1	11	11	-7	-4	i	-15	3	4
COc1ccc(/C=C(\C#N)C(=O)Nc2cccnc2)cc1	0	-1.7	-2	-8	5	-19	i	5	0	-1
COc1ccc(-n2c(C)nc3cc(C(=O)N4CCOCC4)ccc32)cc1	12	0.0	3	0	0	0	i	4	1	-17
CC(C)COC(=O)c1cccc2c1-c1ccccc1/C2=N\O	-2	3.7	-12	6	-7	-6	i	-4	-2	-11

2 compounds drawn at random from those above:
Molecule	SKN-1 block	LMPTP inh	NadD block	NRP1-CendR mod	MT1-MMP act inh	SUMO1 PPI mod	Rpn11 block	DNMT1 inh	STEP block	Scp-1 inhibitor
Clc1ccc2noc(-c3ccccc3)c2c1	9	0.7	-2	12	-3	2	i	0	-2	-10
CC(C)COC(=O)c1cccc2c1-c1ccccc1/C2=N\O	-2	3.7	-12	6	-7	-6	i	-4	-2	-11

(cont.)
Molecule	SKN-1 block	LMPTP inh	NadD block	NRP1-CendR mod	MT1-MMP act inh	SUMO1 PPI mod	Rpn11 block	DNMT1 inh	STEP block	Scp-1 inhibitor
CN(C)C(=O)c1snnc1-c1ccccc1	-33	0.2	-3	5	2	0	i	1	-5	1
O=C(Nc1ccc(N2CCOCC2)cc1)c1ccc(Cl)cc1N1CCCC1=O	2	0.2	3	-6	2	2	i	-3	-2	2
CCN1CCN(c2ccc(S(=O)(=O)N3CCCCC3)cc2NC(=O)c2ccc(C)o2)CC1	1	0.0	0	-4	-3	6	i	2	-2	1
COCCn1nnnc1C(c1cccc(C(F)(F)F)c1)N1CCN(Cc2ccccc2)CC1 (stereo not drawn)	22	0.2	-6	-7	1	1	i	0	-7	8
Cc1cnn(CCC(=O)NNC(=S)Nc2ccccc2)c1	-3	-0.5	-4	1	0	-3	i	-1	-1	-8
CCCCCCCSc1nc(N)cc(=O)[nH]1	9	-0.2	1	7	6	16	i	1	-8	-4
CC(C)(C)OC(=O)N1CCCN(C(c2ccnc3ccccc23)c2nnnn2-c2ccc3c(c2)OCCO3)CC1 (stereo not drawn)	-7	-1.0	5	-8	-2	-3	.	.	.	.
COC(=O)Nc1ccc(S(=O)(=O)N2CCCC(C(=O)N3CCN(C)CC3)C2)cc1 (stereo not drawn)	-8	0.5	-2	20	-2	-2	i	-9	2	-1
Cc1c(C(=O)Nc2ccc(S(=O)(=O)N(C)C3CCN(C)CC3)cc2)oc2c(Cl)cccc12	-9	-4.9	-3	13	0	-40	i	-1	0	3
O=C(CSc1nc2ncccc2[nH]1)NCc1ccco1	18	-1.3	-5	0	5	1	i	3	2	11
C=CCOc1ccc(/C=C/C(=O)OCC(=O)N(C)CC(=O)Nc2ccccc2Cl)cc1	-8	0.8	-5	-2	4	-15	i	2	-1	-12
COC(=O)c1ccc(COc2ccccc2/C=C(\C#N)C(=O)Nc2c(C)cc(C)cc2C)cc1	9	1.0	2	6	-20	-1	i	-7	2	-13
Cc1cc(C)cc(NC(=S)N2CCN(CCO)CC2)c1	-11	-2.4	-7	0	1	2	i	19	3	12
O=C(CCCOc1ccc(Cl)cc1Cl)NCCCO	0	-0.7	4	14	4	0	i	3	-1	-7
O=c1[nH]c2ccccc2nc1/C=C/c1ccc(Cl)cc1	9	-0.7	-1	-11	-10	13	i	-3	-2	-9
Cc1ccc(S(=O)(=O)N2CCN(C(=O)c3ccc(-n4cncn4)c([N+](=O)[O-])c3)CC2)cc1C	18	0.0	6	-4	2	-26	i	-1	0	-1
COc1cc(Br)cc(C2C3=C(CCCC3=O)N(c3ccc(F)cc3)C3=C2C(=O)CCC3)c1O	9	1.9	5	21	-4	-5	i	-12	2	-4
Cc1ccccc1NC(=O)c1ccc(Nc2c([N+](=O)[O-])cc([N+](=O)[O-])c3ccccc23)cc1	-4	1.8	25	-4	6	-23	i	0	1	-12
COC(=O)c1ccccc1NC(=O)c1cc(OC)cc(OC)c1	7	1.9	3	4	0	-2	i	-2	-1	-8
COc1ccc(-c2ccc3sc4ccccc4c(=O)c3c2)cn1	10	33	6	-12	-1	19	+	56*	7	6
COc1ccccc1NC(=O)Cc1ccc(-c2ccccc2)cc1	11	4.7	3	14	1	1	i	-7	3	-10
CCOc1ccc(-c2nc(N)ncc2-c2ccc(OC)cc2)c(O)c1	12	2.7	1	-12	-10	4	i	-10	0	-5
CCOc1ccc(CCN2C(=S)N([C@@H](CC(C)C)CN3CCCC3CN3C(=S)NC[C@@H]3CC(C)C)C[C@@H]2Cc2ccccc2)cc1 (stereo partly drawn)	-13	4.5	7	4	2	1	i	10	3	21
O=S(=O)(N1CCCCCC1)N1CCN(S(=O)(=O)N2CCCCC2)CC1	-24	-1.1	-4	9	2	-1	i	-2	0	-11
CC/C(Cc1ccccc1)=N/NC(=O)CNC(=O)c1ccc(Cl)cc1Cl	3	0.1	-2	-11	0	2	i	0	2	-6
CC(=O)Oc1ccccc1Cn1c(C)c(C(=O)NCc2cccc(Cl)c2)sc1=O	-5	0.6	-4	-3	-8	8	i	3	2	.
CCOC(=O)N1CCN(C(=O)COCc2cc(-c3ccc4c(c3)OCO4)on2)CC1	-12	0.2	-2	5	0	2	i	2	1	1
CCOC(=O)C1(CCc2ccccc2)CCN(C(=O)CCn2cnnn2)CC1	-7	0.6	1	3	-1	-2	i	2	-1	0
CCN1/C(=C/C=C/c2oc3ccc(-c4ccccc4)cc3[n+]2CC)Oc2ccc(-c3ccccc3)cc21	55	14	44*	135	-46	57*	i	149*	i	18
O=C(O)c1ccc(Cl)c(S(=O)(=O)Nc2ccc3[nH]c(=O)[nH]c3c2)c1	3	-0.1	-2	2	-4	18	i	-5	1	25

Molecule	SKN-1 block	LMPTP inh	NadD block	NRP1-CendR mod	MT1-MMP act inh	SUMO1 PPI mod	Rpn11 block	DNMT1 inh	STEP block	Scp-1 inhibitor
NS(=O)(=O)c1ccc(CNC(=S)NC2CC2)cc1	3	0.5	3	8	4	-1	i	-2	2	-1
COc1c(/C=N/Nc2ccc(C(=O)O)cc2)c(CCN(C)C(C)=O)cc2c1OCO2	-5	-0.9	-3	-1	5	-3	i	3	0	3
CCCCN(C(=O)c1cccc(-c2ccc(OC(C)=O)cc2)c1)c1c(N)n(CCC)c(=O)[nH]c1=O	-15	-1.0	-2	-2	5	5	i	5	0	4
Cc1cccc(N(CC(=O)N2CCN(c3ccc(F)cc3)CC2)S(C)(=O)=O)c1C	3	0.6	-2	9	1	-1	i	-2	1	-1
